High-throughput results (PubChem)
SENP8 block: SENP8 protease inhibition; purified SENP8, Z-RLRGG-aminoluciferin cleavage, luminescence; inhibition, % at 10 µM; hit rate 1.2% among 330,000; AID 2540
CCR6 antagonist: blocks CCL20-driven beta-arrestin recruitment at human CCR6; hit rate 0.49% among 340,000; CHO-K1 CCR6 PathHunter beta-arrestin, luminescence, CCL20-stimulated; inhibition, % at 20 µM; P51684;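 active = compounds whose inhibition of the agonist-driven luminescence signal at 20 µM reaches about 50%, limit read from the data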;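 also: cells stimulated with CCL20 at 14 nM final; plate controls were DMSO with CCL20 for no effect and DMSO without agonist for full effect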
Target sequence (P51684 whole entry, looked up): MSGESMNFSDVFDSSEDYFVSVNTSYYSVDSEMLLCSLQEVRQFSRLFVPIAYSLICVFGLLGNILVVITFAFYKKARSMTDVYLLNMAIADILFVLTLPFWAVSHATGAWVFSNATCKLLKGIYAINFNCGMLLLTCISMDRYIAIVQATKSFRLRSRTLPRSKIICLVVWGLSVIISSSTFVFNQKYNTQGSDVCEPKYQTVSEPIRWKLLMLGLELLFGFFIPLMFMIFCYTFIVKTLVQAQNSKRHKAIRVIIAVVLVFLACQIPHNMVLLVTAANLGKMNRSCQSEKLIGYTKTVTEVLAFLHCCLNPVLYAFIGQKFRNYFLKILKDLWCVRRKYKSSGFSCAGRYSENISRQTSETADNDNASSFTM
Apaf-1 inh: inhibitors of human Apaf-1 apoptosome; O14727; reconstituted apoptosome caspase-3 activity, DEVD-Rh110 fluorescence; inhibition, % at 20 µM; hit rate 0.71% among 330,000; AID 489030; active = inhibition of at least 40% at 20 µM;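 also: plate controls were DMSO wells for no effect and DEVD-CHO caspase inhibitor wells for full effect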
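Material: reconstituted apoptosome with Apaf-1, cytochrome c, caspase-9, procaspase-3, dATP / Buffer or medium: pH 7.5 Hepes buffer with CHAPS, BSA, DTT / Also added: cytochrome c with DEVD-Rh110 / Schedule: compound with Apaf-1, dATP, procaspase-3 30 min, then 50 min reaction, room temperature / Technique: rhodamine 110 fluorescence at Ex 480/Em 540 nm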
697 NFkB inh: inhibitors of the PMA/ionomycin-induced NF-kB reporter in 697 B cells; hit rate 0.33% among 330,000; 697 B-cell NF-kB luciferase reporter, 16 h; inhibition, % at 4 µM; in the data active = inhibition above about 35%
EBI2 antag: EBI2 (human) antagonism; P32249; EBI2 beta-arrestin recruitment, luminescence, 7a,25-OHC stimulated; inhibition, % at 5 µM; hit rate 0.81% among 360,000; AID 651636; in the data active = inhibition above about 38%;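 also: enzyme fragment complementation signal reports receptor beta-arrestin coupling in cells; 0% = agonist plus DMSO wells and 100% = wells without agonist; some results beyond the cut were filed as inactive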
Target sequence (P32249 whole entry, looked up, the tested form may be a part): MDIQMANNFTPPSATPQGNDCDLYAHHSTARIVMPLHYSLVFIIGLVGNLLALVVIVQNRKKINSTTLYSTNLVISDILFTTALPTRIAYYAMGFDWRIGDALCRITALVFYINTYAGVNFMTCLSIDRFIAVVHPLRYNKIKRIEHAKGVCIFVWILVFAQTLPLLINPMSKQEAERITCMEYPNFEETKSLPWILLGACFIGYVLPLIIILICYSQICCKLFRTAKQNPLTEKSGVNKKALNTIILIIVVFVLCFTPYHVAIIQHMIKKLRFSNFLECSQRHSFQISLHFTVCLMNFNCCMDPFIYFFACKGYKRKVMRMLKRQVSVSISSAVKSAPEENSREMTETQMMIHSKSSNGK
Gli-Sufu block: Gli-Sufu pathway antagonism | hit rate 0.74% among 340,000 | inhibition, % at 5 µM | Sufu-KO-LIGHT fibroblasts, Gli luciferase reporter luminescence | AID 588413;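 active = inhibition above about 55%, limit read from the data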;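 also: 0% = DMSO-treated cells and 100% = wells with medium but no cells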
UBC13 polyUb: inhibitors of human UBC13 polyubiquitin chain formation; P61088; TR-FRET; inhibition, % at 20 µM; hit rate 0.47% among 330,000; in the data active = inhibition above about 45%, passing the limit was not always enough
Target sequence (P61088 whole entry, looked up): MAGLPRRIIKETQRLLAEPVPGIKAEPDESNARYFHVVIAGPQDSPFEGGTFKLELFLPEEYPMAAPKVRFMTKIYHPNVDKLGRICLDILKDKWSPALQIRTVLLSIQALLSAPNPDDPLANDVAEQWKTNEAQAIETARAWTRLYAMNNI
Jurkat NFkB inh: lowers PMA/ionomycin-induced NF-kB signal in Jurkat cells; hit rate 0.53% among 330,000; PMA/ionomycin-induced NF-kB luciferase reporter, luminescence; AID 435003; inhibition, % at 4 µM
* = called active by the depositor; / = no result given. Rule as the data show it, unless noted: active = inhibition above about 50%; inactive = the rest.

SMILES	SENP8 block	CCR6 antagonist	Apaf-1 inh	697 NFkB inh	EBI2 antag	Gli-Sufu block	UBC13 polyUb	Jurkat NFkB inh
CN1CCc2ccccc2CC1=O	1	2	-10	19	-7	1	17	4
Cc1oc(-c2ccccc2Cl)nc1CSCC(=O)NC1CCCC1	5	20	10	3	16	7	8	4
CCCCNc1nnc(SCC(=O)c2c(N)n(CCC)c(=O)[nH]c2=O)s1	3	1	-7	9	10	-6	4	2
CC1CN(c2ccccc2)c2nc3c(c(=O)[nH]c(=O)n3C)n2C1 (stereo not given)	6	5	-6	10	1	16	2	19
COc1ccccc1NCCC(=O)OCC(=O)Nc1ccc(Cl)cn1	-9	5	2	11	-7	5	12	-12
CCOC(=O)c1c(C)[nH]c(C(=O)CSc2ccc(Cl)cc2)c1C	-8	6	-12	-52	3	-45	8	-50
Cc1cc2nc(C3CCCN(C(=S)Nc4ccccc4C)C3)[nH]c2cc1C (stereo not given)	-12	-2	8	-7	7	-2	-1	8
COc1ccc(C)cc1S(=O)(=O)N(CC(=O)NC1CCCC1)c1ccc(F)cc1	8	7	9	18	-8	-7	-2	6
CC1CCCN(C(=O)c2cc3c(-c4ccc(Cl)cc4)nn(C)c3s2)C1 (stereo not given)	-9	8	14	-12	24	-4	1	11
C/C(=N/NC(=O)c1ccccc1O)c1ccc(N2C(=O)C3CCCCC3C2=O)cc1 (stereo not given)	-6	2	2	-12	2	6	-4	-1
Cc1c(C(=O)N2CCCC2)oc2c1-c1nn(CC(=O)NCCCN3CCCCC3C)cc1CC2 (stereo not given)	-12	6	18	-14	-3	-17	-9	-9
COc1cccc(NC2=NC3(CCCCC3)N=C(N)N2)c1	-6	-8	2	2	6	6	5	8

Compound profiles (already shown). Screens in order: SENP8 block | CCR6 antagonist | Apaf-1 inh | 697 NFkB inh | EBI2 antag | Gli-Sufu block | UBC13 polyUb | Jurkat NFkB inh
Cc1c(C(=O)N2CCCC2)oc2c1-c1nn(CC(=O)NCCCN3CCCCC3C)cc1CC2 (stereo not given) is listed with -12 | 6 | 18 | -14 | -3 | -17 | -9 | -9
CCOC(=O)c1c(C)[nH]c(C(=O)CSc2ccc(Cl)cc2)c1C is listed with -8 | 6 | -12 | -52 | 3 | -45 | 8 | -50
COc1cccc(NC2=NC3(CCCCC3)N=C(N)N2)c1 is listed with -6 | -8 | 2 | 2 | 6 | 6 | 5 | 8
Cc1cc2nc(C3CCCN(C(=S)Nc4ccccc4C)C3)[nH]c2cc1C (stereo not given) is listed with -12 | -2 | 8 | -7 | 7 | -2 | -1 | 8
Cc1oc(-c2ccccc2Cl)nc1CSCC(=O)NC1CCCC1 is listed with 5 | 20 | 10 | 3 | 16 | 7 | 8 | 4

Next part.
SMILES	SENP8 block	CCR6 antagonist	Apaf-1 inh	697 NFkB inh	EBI2 antag	Gli-Sufu block	UBC13 polyUb	Jurkat NFkB inh
O=C(CCc1nnc2ccc(N3CCC4(CC3)OCCO4)nn12)NCc1ccc(F)cc1	1	-2	6	-15	-5	5	-10	20
O=c1cc(N2CCN(Cc3ccccc3)CC2)[nH]c(=O)n1-c1cccc(C(F)(F)F)c1	6	1	-3	7	1	2	3	15
O=C(CSc1nc2[nH]ncc2c(=O)[nH]1)NCc1ccc(F)cc1	-1	-17	-1	15	-6	-7	7	15
Cc1ccc(-n2c(SCC(=O)O)nc3c(sc(=S)n3-c3ccc(C)c(C)c3)c2=O)cc1	-1	6	7	6	-6	4	-14	0
COc1ccc(Cl)cc1N1C(=O)C2CCCN2C1c1cccc(F)c1 (stereo not given)	9	8	-5	8	-2	-1	3	-4
CC(=O)Nc1ccc(S(=O)(=O)NCCN2CCNC2=O)cc1Cl	-3	2	8	-18	-9	6	-9	-29
N#C/C(=C(O)\C=C\c1ccccc1)c1nc2ccccc2[nH]1	8	14	-4	6	5	3	-2	-7
CCN1CCN(c2nc(-c3ccccc3)c3ccccc3n2)CC1	-4	-2	9	7	-3	26	13	-9
COc1cccc(OC)c1C(=O)N1CCN(Cc2ccc3c(c2)OCO3)CC1	11	-4	-7	0	-1	1	2	5
COC(=O)Cc1c(C)nc2nc(NCc3ccc(Cl)cc3)[nH]n2c1=O	5	-14	7	11	-4	4	-2	-1
Nn1c(SCC(=O)Nc2cccc(C(F)(F)F)c2)nncc1=O	1	-6	-5	-12	3	9	8	5
CCOC(=O)N/N=C/c1cc(OC)c(O)c(OC)c1	-2	10	-5	18	-3	0	-6	1
CCN1C(=O)[C@H]2[C@@H](c3ccc(OC)cc3)N3C(=O)CN(Cc4ccccc4)C(=O)[C@@]3(C)[C@H]2C1=O	7	2	11	-8	-1	-1	-6	-2
CC(C)C[C@H](NC(=O)C1(c2ccccc2)CCN(C(=O)OC(C)(C)C)CC1)C(=O)N1CCC[C@H]1C(=O)O	4	14	-11	5	3	27	0	-6
O=C(C[n+]1ccccc1)N/N=C/c1ccccc1C(F)(F)F	-6	7	-3	9	6	4	2	2
CCCCN(CC)CCNC(=O)CCNC(=O)Cn1ccc2ccccc2c1=O	-8	9	-2	8	6	0	0	2
O=C(NNC(=S)Nc1ccc(F)cc1)c1ccccc1OC(F)F	-2	26	-20	-8	7	11	-2	-4
COc1ccc(CNC(=O)c2cccc(S(=O)(=O)N3CCN(c4ccc(F)cc4)CC3)c2)cc1	3	11	11	-12	18	20	-3	14
Cc1ccc(C(=O)N/C(=C\c2ccc(-c3ccc([N+](=O)[O-])cc3)o2)C(=O)NC2CCS(=O)(=O)C2)cc1 (stereo not given)	-8	23	4	16	-8	-15	-27	-6
CCCCOC(=O)c1ccc(NC(=S)NC(=O)c2ccco2)cc1	-1	20	6	-4	4	-12	-7	2
Cc1csc(NC(=O)C2CCCCN2S(=O)(=O)c2ccccc2)n1 (stereo not given)	1	12	4	11	-2	3	-8	4
CC1CCc2c(c3ccccc3[nH]c2=O)O1 (stereo not given)	4	-7	1	12	-4	5	14	10
Cc1cccc(C)c1OCC(=O)Nc1ccccc1C(=O)N1CCOCC1	-1	15	-6	-11	-6	6	1	7
c1ccc(C(c2nnnn2Cc2cccs2)N2CCN(C3CCCC3)CC2)cc1 (stereo not given)	-5	4	8	-24	5	11	-3	-8
O=C(COc1cccc(F)c1)NNC(=O)Cc1ccc(S(=O)(=O)N2CCOCC2)s1	-15	5	10	6	4	8	-3	-7
CCN(CC(=O)NC(=O)NCc1ccco1)Cc1ccccc1	2	9	6	7	-1	1	2	-1
COc1cc(/C=C/C(=O)c2cccc([N+](=O)[O-])c2)cc(OC)c1OC	-3	33	10	11	18	0	-15	5
CC(C)c1ccc(C2c3[nH]c4ccccc4c3C[C@H]3C(=O)N(c4ccccc4C(=O)N4CCC[C@@H]4C(=O)O)C(=O)N23)cc1 (stereo not given in full)	-1	-7	5	8	-8	-1	-30	12
CCOC(=O)C1=C(c2ccccc2)NC(=O)NC1c1ccc(O)c(Cl)c1 (stereo not given)	-2	-3	0	-3	-9	-13	-6	-5
Cc1cc(C(=O)Nc2sc3c(c2C#N)CCC(C(C)(C)C)C3)no1 (stereo not given)	2	4	10	-24	7	-6	3	-19
CCOC(=O)c1cccc(NC(=O)c2cnc3ccccc3n2)c1	0	5	17	2	10	-33	-1	-15
Cc1ccc(-n2c(=O)[nH]cc(C(=O)Nc3ccc4c(c3)OCO4)c2=O)cc1C	-4	-8	4	9	1	-14	-9	12
CC(=O)N1c2ccc(S(=O)(=O)N(C)CC(=O)NCc3ccccc3)cc2CC1C (stereo not given)	-12	9	1	-24	-2	-14	1	4
CC(C)c1nc(SCC(=O)NC(=O)NC(C)(C)C)n[nH]1	-5	1	3	5	-5	11	-12	-1
CC(C)OC(=O)Cn1c(=O)sc2ccccc21	-2	0	-13	12	1	5	-6	12
Cc1ccc(-c2ccc(/C=N/n3cnnc3)o2)cc1	-3	2	7	-40	-6	-7	-6	-14
O=C(CSc1nnnn1C1CCCCC1)NCCc1ccccc1	1	-3	-15	3	-7	-12	4	-7
Cc1ccc(C(=O)NCc2ccccn2)cc1NC1=NC2CS(=O)(=O)CC2S1 (stereo not given)	-4	18	1	8	-1	2	5	-8
O=C(NCCCN1CCC(Cc2ccccc2)CC1)c1ccc2nc(N3CCOCC3)sc2c1	-4	23	13	-54	-1	5	5	-17
COc1ccc(OC)c(/C=C/C(=O)OCC(=O)NCc2ccco2)c1	-1	15	2	-10	-12	-6	-1	-12
S=c1[nH]nc(COc2ccc(Cl)cc2Cl)n1-c1ccccc1	-3	11	10	2	-2	-4	-6	4
CCOC(=O)N1CCN(C(=O)c2cn(C)c3ccc(S(=O)(=O)N4CCCC4)cc3c2=O)CC1	-9	-2	-11	15	-16	6	2	-5
CC(=O)Nc1ccc2[nH]c(C)cc(=O)c2c1	2	-11	-6	19	-5	19	10	13
CCc1ccc(-c2n[nH]c(=O)c3ccccc23)cc1	-7	5	6	-13	1	9	0	-3
CC[C@]1(C(=O)OC)[C@H]2C(=O)N(Cc3ccccc3)C(=O)[C@H]2[C@H]2CN=C(SC)N21	/	-2	3	4	1	-2	/	/
COc1cccc(C(C#N)N2CCCCC2)c1O (stereo not given)	0	-3	10	-9	-6	5	2	-13
CCc1c(C)[nH]c2c(C)cccc2c1=O	-3	11	-8	13	1	-8	2	3
Cc1nn(C)c(C(=O)N2CCc3ccccc32)c1Br	-3	8	5	10	-1	-7	-7	8
COc1ccc(NCc2nnc(SCC(=O)Nc3ccccc3OC)o2)cc1	2	3	12	-48	16	-1	-9	-20
Cc1cc(NC(=O)CCCN2C(=O)/C(=C/c3ccccc3Cl)SC2=S)no1	-10	19	14	60*	-2	9	-4	18
O=C(CCNS(=O)(=O)c1cccc(C(F)(F)F)c1)NCc1ccco1	-5	9	-1	1	-20	-5	-5	-8
O=C(c1ccncc1)N1CCN(C2CCCCC2)CC1	3	8	-6	9	0	0	6	-2
CCCn1c(SCC(=O)Nc2cccc(S(=O)(=O)N3CCCC3)c2)n[nH]c1=O	4	-5	-24	-11	-1	-1	10	-4
CCOC(=O)c1c(C2CCN(C(=O)OCC)CC2)nc2ccccn12	8	8	10	-8	6	8	5	9
C/C(CC(=O)N(C(C)C)C(C)C)=N\NC(=O)c1ccccc1Br	-3	-14	-1	-1	-8	2	6	15
COc1ccc(/C=C\c2onc(C)c2S(=O)(=O)N2CCC(C(=O)NCCC(C)C)CC2)cc1	3	16	5	5	22	-3	-3	11
CC(C)(C)N(C(=O)Cn1nnc(-c2ccc(F)cc2)n1)C(C(=O)NC1CCCC1)c1ccncc1 (stereo not given)	-4	-5	24	9	-15	5	6	7
O=C(NCC1CCCO1)Nc1cc(Cl)cc(Cl)c1 (stereo not given)	-7	7	-1	-19	2	-14	2	-8
Cc1cccc(C(=O)NCc2nnc(SCC(=O)Nc3nnc(C)s3)n2C)c1	-8	7	3	20	-1	8	1	-11
C=CCNCc1cccn1-c1ccccc1	-10	1	-14	6	5	-4	1	13

Additional compounds
SMILES	SENP8 block	CCR6 antagonist	Apaf-1 inh	697 NFkB inh	EBI2 antag	Gli-Sufu block	UBC13 polyUb	Jurkat NFkB inh
Cn1c(S(=O)(=O)Cc2ccc(Cl)cc2)nc2ccccc21	-9	4	-1	7	6	5	-14	-6
COc1cc(C#N)c(N=C(SCC#N)N2CCOCC2)cc1OC	1	1	4	8	-5	34	6	9
C/C(=N\NC(=O)Cc1c(C)[nH][nH]c1=O)c1ccc2ccccc2c1	-14	/	8	-25	/	/	-6	0
O=C(COc1ccc(Cl)cc1)Nc1ccc(C(=O)NCc2cccnc2)cc1	-6	13	9	17	5	17	13	11
COc1ccc(OCC(=O)Nc2cc(S(=O)(=O)N3CCCC3)ccc2OCC(F)(F)F)cc1	12	-2	3	-16	4	1	4	2
NC(=O)SCC(=O)Nc1cccc(Cl)c1	-7	14	-7	16	30	1	27	-12
O=c1[nH]c2ccccc2n2c(=S)[nH]nc12	-2	-2	-12	0	-4	14	-2	-4
COc1cccc(-c2nc(N3CCN(Cc4ccccc4)CC3)c3ccccc3n2)c1O	-6	7	0	-10	7	4	-3	-1
Cc1ccc(SCC(=O)Nc2ccccc2N2CCOCC2)cc1	-8	15	26	-22	30	-2	-3	0
Cc1cnc(Sc2ncccc2[N+](=O)[O-])nc1	2	-5	9	-16	-7	24	-2	-12
O=C(Nc1nnc(Cc2ccc([N+](=O)[O-])cc2)s1)c1ccc2c(c1)OCO2	-2	6	-28	9	-3	5	18	-1

These rows are one share of the data; rates above refer to the full screens.
